FEN1 inh: qHTS Assay for the Inhibitors of Human Flap endonuclease 1 (FEN1). 0.35% of 390,000 active. Potency, µM (titrated, usually from 114 µM), without a hit: at the highest dose activity change, negative = inhibition, most hits filed as inhibitors. P39748. Recombinant FEN1 flap cleavage, fluorescence, 15 min; note: nearly all actives have a fitted effect of over 65% in size
Target sequence (P39748 whole entry, looked up): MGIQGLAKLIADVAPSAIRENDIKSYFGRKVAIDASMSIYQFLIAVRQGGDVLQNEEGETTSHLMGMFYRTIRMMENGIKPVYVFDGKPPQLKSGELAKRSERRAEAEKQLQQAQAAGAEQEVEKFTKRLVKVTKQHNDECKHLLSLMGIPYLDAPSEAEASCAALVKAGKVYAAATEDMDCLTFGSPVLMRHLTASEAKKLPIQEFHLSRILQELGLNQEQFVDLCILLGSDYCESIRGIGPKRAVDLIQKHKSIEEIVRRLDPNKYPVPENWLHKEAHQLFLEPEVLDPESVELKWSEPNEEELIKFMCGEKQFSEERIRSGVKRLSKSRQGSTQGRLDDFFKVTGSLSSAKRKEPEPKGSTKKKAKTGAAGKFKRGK
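Quantitative HTS format: each compound was titrated, incubated with 10 nM nuclease for 15 min at room temperature, then challenged with flap substrate at 50 nM final. Signal change over 15 min gave concentration–effect curves.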
N370S GC mod: qHTS Assay for Inhibitors and Activators of N370S glucocerebrosidase as a Potential Chaperone Treatment of Gaucher Disease; 0.092% of 330,000 active; N370S GC spleen homogenate, 4MU-glucoside fluorescence; AID 2101, 2009; Potency, µM (highest dose often 59.4 µM), for the others: at the top dose activity change, negative = inhibition, actives largely listed as inhibitors; Lysosomal acid glucosylceramidase (Homo sapiens), P04062;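 note: 0% = full enzyme activity and -100% = no enzyme basal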
TDP1 block: qHTS Assay for Inhibitors of Tyrosyl-DNA Phosphodiesterase (TDP1). Tyrosyl-DNA phosphodiesterase 1 (Homo sapiens), Q9NUW8. recombinant TDP1, AlphaScreen DNA substrate cleavage. Potency, µM (titrated, usually from 130 µM), inactives show at the top dose activity change, negative = inhibition, usual class: inhibitors. 0.28% of 350,000 active; note: nearly all actives have a fitted effect of over 40% in size
Target sequence (Q9NUW8 whole entry, looked up): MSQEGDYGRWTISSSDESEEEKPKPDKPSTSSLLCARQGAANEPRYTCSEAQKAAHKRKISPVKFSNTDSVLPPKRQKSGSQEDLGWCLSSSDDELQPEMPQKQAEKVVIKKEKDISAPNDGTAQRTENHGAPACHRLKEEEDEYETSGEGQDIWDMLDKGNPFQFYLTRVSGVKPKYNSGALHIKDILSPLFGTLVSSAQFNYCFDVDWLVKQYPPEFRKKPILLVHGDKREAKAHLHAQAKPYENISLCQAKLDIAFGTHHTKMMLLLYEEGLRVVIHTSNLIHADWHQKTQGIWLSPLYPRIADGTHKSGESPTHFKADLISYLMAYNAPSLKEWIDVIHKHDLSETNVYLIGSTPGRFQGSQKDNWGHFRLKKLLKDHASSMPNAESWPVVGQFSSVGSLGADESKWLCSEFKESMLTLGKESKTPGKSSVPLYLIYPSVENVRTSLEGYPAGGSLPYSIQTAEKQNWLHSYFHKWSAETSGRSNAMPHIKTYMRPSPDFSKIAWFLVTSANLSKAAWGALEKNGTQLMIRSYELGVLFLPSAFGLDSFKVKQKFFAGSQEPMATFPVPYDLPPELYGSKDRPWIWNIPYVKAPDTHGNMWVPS
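AlphaScreen read-out: signal falls as enzyme removes the 3' tyrosine-FITC from a 5'-biotinylated DNA oligo (15 nM, 5 min, RT). Enzyme was E. coli-made recombinant Tdp1 at 1 nM, exposed to compound for 15 min beforehand; beads 10 ug/ml, 10 min.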
An asterisk follows results filed as active; u = inconclusive; x = not tested or not shown; & = joins results of further samples; [ ] = another dose, or the depositor's remark. Calls come from the whole dose curve; as a rule, active = well fitted curve in the direction sought with a large enough effect; inconclusive = small, poorly fitted or top-dose-only effect, or another doubt; inactive = no such curve, though single readings can be large; an effect the other way counts as inactive or inconclusive. Unless noted, % is set by controls: 0 for no effect and ±100 for the full control effect; potency is the fitted concentration of half-maximal effect.

SMILES	FEN1 inh	N370S GC mod	TDP1 block
Cc1ccc(C(=O)NCCCNC(=O)c2ccc(Cl)cc2)cn1	4%	3%	-5%
Cc1cccc(OCC(=O)NCC2CCCO2)c1C (configuration not stated)	13%	-5%	-1%
O=[N+]([O-])c1ccccc1NCc1c(O)ccc2ccccc12	-31%	-7%	x
O=C(/C=C/Nc1ccc(Oc2ccccc2Cl)cc1)c1ccco1	-10%	6%	0%
CCCCC1=CC2=C(c3ccco3)C(=O)C(C)(OC(=O)c3ccc(OC)cc3)C(=O)C2=CO1 (configuration not stated)	x	-8%	-2%
CCOc1cc(/C=N\NC(=O)C2C(=O)NCC2c2ccccc2)ccc1OC (configuration not stated)	2%	-10%	6%
CCOc1ccc(-c2cnc(N)n2C)cc1	18%	4%	-3%
Cc1ccc(NC(=O)c2nc(S(C)(=O)=O)ncc2N(Cc2ccco2)Cc2cccs2)cc1C	-9%	x	4%
COC(=O)c1cc(S(=O)(=O)NCCc2cccc(C)c2)cn1C	0%	-6%	-8%
CN(C)c1cccc(C(=O)NNC(=O)CN2C(=O)C3CC=CCC3C2=O)c1 (configuration not stated)	-11%	x	2%
COc1ccc(NC(=O)C(C)N2Cc3ccccc3C2=O)cc1OC (configuration not stated)	0%	x	5%
CC1CCN(C(=O)CCNS(=O)(=O)c2ccc3c(c2)c(=O)n(C)c(=O)n3C)CC1	-3%	-6%	2%
CC(=O)C1C(c2ccccc2)c2c(n[nH]c2C)CC1(C)O (configuration not stated)	-3%	9%	-6%[56.1 µM]
CC(=O)Nc1ccc(SCC(=O)N(C)C2CCS(=O)(=O)C2)cc1 (configuration not stated)	-1%	0%	5%
Cn1c(=O)c2sccc2n2c(CCCC(=O)Nc3ccc(F)c(F)c3)nnc12	-11%	x	0%
O=C(Nc1ccc(S(=O)(=O)N(Cc2ccccc2)c2ccccc2)cc1)c1ccccc1F	13%	x	3%
CCC1(C)SC(NC(C)=O)=NN1C(C)=O (configuration not stated)	-1%	2%	6%
CC(C)COc1ccc(C(=O)N/C(=C\c2cccc([N+](=O)[O-])c2)C(=O)OC(C)C)cc1	-6%	15%	2%
Fc1ccccc1CCNc1nnnn1-c1ccccc1	7%	-1%	0%
CCS(=O)(=O)N1CCC(C(=O)Oc2ccc(C(=O)OC)cc2)CC1	7%	-13%	0%
CC(=O)N1C(=O)N(C(C)=O)C2C1N(C(C)=O)C(=O)N2C(C)=O (configuration not stated)	-3%	6%	-4%
CCOC(=O)c1ccc(NC(=S)N(CCCN2CCN(CC)CC2)Cc2ccco2)cc1	-9%	-7%	5%
CCOc1ccccc1CN1CCNC(=O)C1CC(=O)NCCC1=CCCCC1 (configuration not stated)	-11%	-16%	8%
O=C(CN1C(=O)COc2ccc(S(=O)(=O)Nc3ccccc3)cc21)Nc1cccc(Cl)c1	-18%	x	3%
CCC(Oc1ccccc1F)C(=O)NCCCn1ccnc1 (configuration not stated)	-9%	-5%	0%
Other entries.
SMILES	FEN1 inh	N370S GC mod	TDP1 block
COc1ccc(N(CC(=O)N2CCCC2)S(=O)(=O)c2ccc(NC(C)=O)cc2)cc1	2%	-2%	3%
CCOC(=O)CSc1nc(-c2cccs2)nc2c1c(=O)n(C)c(=O)n2C	20%	-4%	x
COc1ccc(NC(=O)COC(=O)c2ccc(OC)c(S(=O)(=O)N3CCCC3)c2)cc1OC	9%	x	2%
Cc1cc(=O)oc2c1c(C)nn2-c1ccc(Cl)cc1	9%	5%	-4%
CC(=O)Nc1ccc(NC(=O)COc2ccc(S(=O)(=O)NC(C)c3ccccc3)cc2)cc1 (configuration not stated)	-2%	-4%	-3%
COc1ccccc1Cc1nc2ccccc2nc1SCC(=O)N1CCCc2ccccc21	18%	x	0%
CN1C(=O)c2ccccc2Sc2ccc(NC(=O)N3CCOCC3)cc21	1%	20%	5%
Clc1cccc(Cl)c1Cn1ccc(C2CC2)n1	-1%	6%	-9%
CC(C)(Oc1ccc(Cl)cc1)C(=O)NCC(c1cccs1)N1CCOCC1 (configuration not stated)	-9%	-25%	-11%[0.505 µM]
Cc1ccc(Cn2cc(CCC(=O)NC3CCC(C)CC3)c3ccccc32)cc1 (configuration not stated)	-4%	x	5%
COC(=O)CNC(=O)Cc1c(C)n(C(=O)c2ccc(Cl)cc2)c2ccc(OC)cc12	10%	2%	4%
COc1ccc(OCC(=O)Nc2ccccc2C(=O)N2CCOCC2)cc1	10%	8%	-5%
Cc1ccc(-c2nnn(CC(=O)N3c4ccccc4CCc4ccccc43)n2)cc1	6%	19%	2%
COCCCC1CCN(C(=O)C2CCC(=O)N(C3CCCCCC3)C2)CC1 (configuration not stated)	-1%	8%	4%
Cc1ccc(NC(=O)CN2CCc3ccccc3C2)cc1C	-5%	-17%	1%
CCC(Cc1ccccc1)NS(=O)(=O)c1ccc2c(c1)NC(=O)CO2 (configuration not stated)	-6%	0%	2%
COc1ccc(OC)c(S(=O)(=O)NC(N)=NCCc2ccccc2OC)c1	x	12%	8%
COC(=O)c1ccc(Nc2nc(C)nc3c2nnn3Cc2ccccc2)cc1	23%	-7%	3%
Nc1ncnc2nc(SCCN3CCCCC3)[nH]c12	-6%	-4%	-4%
CCN(CCCn1c(SCC#N)nc2ccccc2c1=O)c1ccccc1	-12%	24%	3%
CCCCC1=CC2=C(c3ccco3)C(=O)C(C)(OC(=O)c3ccc(OC)cc3)C(=O)C2=CN1CC1CC1 (configuration not stated)	0%	-12%[12.8 µM]	7%[12.3 µM]
CCCCN(C(=O)c1cccc(C)c1)c1c(N)n(CCC)c(=O)[nH]c1=O	7%	-2%	2%
COc1ccc(CCNC(=O)COC(=O)c2ccc([N+](=O)[O-])o2)cc1	u	x	0%[56.1 µM]
Cc1ccc(CSc2nnc(C)c(=O)[nH]2)cc1	-9%	-7%	3%
O=C(C1CCCC1)N1CCCC(Nc2ccccc2)C1 (configuration not stated)	-12%	4%	3%
Further entries:
SMILES	FEN1 inh	N370S GC mod	TDP1 block
CN(C)c1nc(Cl)nc(N(C#N)CCOc2ccccc2)n1	0%	5%	5%
Cn1c(C(=O)N2CCN(C(=O)c3ccco3)CC2)cc2c(=O)n(C)c3ccccc3c21	-5%	12%	2%
COC(=O)c1ccccc1NC(=O)c1cc2nc(-c3ccc(OC)cc3)cc(C(F)(F)F)n2n1	-5%	x	1%
CC(=O)Nc1ccc(S(=O)(=O)N2CCC(NC(=O)c3ccccc3)CC2)cc1	-3%	-1%	x
CC(SC1=NCCS1)C(=O)Nc1nnc(-c2ccc(Br)cc2)s1 (configuration not stated)	-6%	3%	2%
C/C(=N/NC(=O)Cc1cccn1C)c1ccccc1	-6%	23%	4%
COc1ccccc1CNCC(=O)N1CC(=O)Nc2ccccc21	-16%	1%	x
CCN(C(=O)CSc1nnc(C)c(=O)[nH]1)c1cccc2ccccc12	5%	x	1%
CCOc1ccc(C(=O)Nc2cc(S(=O)(=O)Nc3ccccc3Cl)ccc2N2CCOCC2)cc1	-9%	u	2%
Cc1ccc(NC(=O)C2CCCN(S(=O)(=O)c3cccnc3)C2)c(C)c1 (configuration not stated)	7%	-4%	2%
Cc1cc(/C=N/NC(=O)c2ccncc2)c(C)n1-c1ccccc1	-5%	0%	6%
CCOc1cc(C(=S)N2CCCCC2)ccc1OCC(=O)NCc1ccccc1	-23%	x	2%
CC(C)C(=O)N[C@@H]1c2ccccc2CC[C@@H]1O	-11%	x	0%[56.1 µM]
COc1ccc(-c2nc(C#N)c(NCCCN3CCOCC3)o2)cc1	9%	3%	-3%
O=C(NCc1ccco1)c1ccc(Cl)c(S(=O)(=O)N2CCCC2)c1	14%	x	-3%[56.1 µM]
CCOC(=O)C1CCCN(C(=O)CC(c2ccccc2)c2ccccc2)C1 (configuration not stated)	1%	7%	-2%
Cc1ccc2c(c1C)NC(C(=O)O)C1CC=CC21 (configuration not stated)	56µM*	6%&-8%	-12%
COc1ccc(C(C)=O)cc1CSc1nc2nc(C)cc(C)n2n1	5%	-1%	0%
CCOc1ccc(Br)cc1CNCc1cccnc1	19%	-7%	x
CCOc1ccc(NC(=O)Nc2cc(-c3ccccc3)sc2C(=O)OC)cc1	-16%	17%	-6%
CC(c1ccco1)N(C(=O)COc1ccc(Cl)cc1)c1ccccn1 (configuration not stated)	-6%	10%	-1%
CC(C)CCC1CC(CSC(=N)N)OC1=O (configuration not stated)	-4%	-3%	6%
O=c1c(C=NCC2CCCO2)c(-c2ccccc2)[nH]n1-c1ccc([N+](=O)[O-])cc1 (configuration not stated)	-1%	21%	7%
Cc1cc(C)n2nc(SCC(=O)N3CCOCC3)nc2n1	19%	x	1%[56.1 µM]
COc1ccc(NC(=O)C2OCCc3ccccc32)c(OC)c1 (configuration not stated)	2%	-3%	4%

Molecules from the list above with two or more sulfur atoms, in the order listed:
SMILES	FEN1 inh	N370S GC mod	TDP1 block
Cc1ccc(NC(=O)c2nc(S(C)(=O)=O)ncc2N(Cc2ccco2)Cc2cccs2)cc1C	-9%	x	4%
CC(=O)Nc1ccc(SCC(=O)N(C)C2CCS(=O)(=O)C2)cc1 (configuration not stated)	-1%	0%	5%
CCOC(=O)CSc1nc(-c2cccs2)nc2c1c(=O)n(C)c(=O)n2C	20%	-4%	x
CC(SC1=NCCS1)C(=O)Nc1nnc(-c2ccc(Br)cc2)s1 (configuration not stated)	-6%	3%	2%

(next part)
SMILES	FEN1 inh	N370S GC mod	TDP1 block
CC(C)(C)NS(=O)(=O)c1cc(C(=O)Nc2sccc2C#N)ccc1Cl	-1%	-15%	-12%
COc1ccc(NC(=O)c2cccn2-c2nnc(N3CCCCC3)s2)cc1Cl	-9%	x	11%
OC(CCN1CCCCC1)(c1ccccc1)C1CCCCC1 (configuration not stated)	8%	5%&-2%&-7%	1%
CCOc1ccc(N(CC(=O)NCCSc2ccccn2)S(C)(=O)=O)cc1	6%	2%	3%
FC(F)(F)c1ccccc1CN1CCCC(N2CCN(c3ccccc3)CC2)C1 (configuration not stated)	5%	-2%	x
COc1ccc(C)cc1NC(=O)CN1C(=O)CCc2cc(S(=O)(=O)N3CCOCC3)ccc21	-2%	x	9%
Cc1ccc(NC(=O)c2cccs2)cc1NC(=O)c1ccco1	4%	4%	-4%
Cc1ccc(-c2nc3ncccc3o2)cc1NC(=O)c1ccc([N+](=O)[O-])o1	-21%	-2%	2%
Cc1cc(C)cc(NC(=S)Nc2ccc3cn[nH]c3c2)c1	1%	0%	4%
Cn1c(=O)n(C)c2cc(N3CCCCC3)c(NC(=O)Nc3ccc(Br)cc3)cc21	-13%	x	2%[12.3 µM]
Cn1c(/C=N/Nc2nc3ccccc3[nH]2)nc2ccccc21	1%	-8%	10%
CC(=O)Nc1cccc(NC(=O)CN2c3cccc4cccc(c34)S2(=O)=O)c1	-7%	x	-1%
O=C(CCC1CCCC1)NCCCNC(=O)CCC1CCCC1	-15%	2%	3%
COCCCNc1nc2c(c(=O)n(Cc3cccc(Br)c3)c(=O)n2C)n1C	-16%	0%	x
O=C(COC(=O)c1ccc(-c2ccc([N+](=O)[O-])cc2)o1)NC(=O)NC1CCCCC1	-1%	5%	5%
CCC1(c2ccc(F)cc2)NC(=O)N(CC(=O)N2CCc3ccccc32)C1=O (configuration not stated)	2%	x	1%
Cc1cccc(NC(=O)CCC(=O)N/N=C/c2cc([N+](=O)[O-])ccc2O)c1	-8%	-15%	7%
CCCCn1c(=O)[nH]c(=O)c2c1nc(-c1ccc(OCCC)c(OCC)c1)n2CCOC	-9%	8%	2%
c1cc2c3c(cccc3c1)NC(c1ccc3c(c1)OCO3)N2	-21%	-18%	x
Cc1ccc(-c2ccc(C(=O)O)o2)cc1Cl	-3%	10%	5%
Cc1cc(CN2C(=O)c3ccccc3C2=O)cc(N2CCOCC2)c1	8%	8%	5%
CCC(=O)Nc1nnc(SCC(=O)N2c3ccccc3CC2C)s1 (configuration not stated)	-14%	5%	7%
CCc1nnc(N/N=C/c2c(C)[nH]c3ccccc23)n1N	1%	6%	3%
O=C(COC(=O)CCc1ccccc1)NC12CC3CC(CC(C3)C1)C2	-5%	0%	-3%

Structural class, the compounds so far with a COOH group
SMILES	FEN1 inh	N370S GC mod	TDP1 block
Cc1ccc2c(c1C)NC(C(=O)O)C1CC=CC21 (configuration not stated)	56µM*	6%&-8%	-12%
Cc1ccc(-c2ccc(C(=O)O)o2)cc1Cl	-3%	10%	5%

Five entries from above, as a markdown table:
| molecule | FEN1 inh | N370S GC mod | TDP1 block |
| --- | --- | --- | --- |
| Cc1cccc(NC(=O)CCC(=O)N/N=C/c2cc([N+](=O)[O-])ccc2O)c1 | -8% | -15% | 7% |
| CCCCn1c(=O)[nH]c(=O)c2c1nc(-c1ccc(OCCC)c(OCC)c1)n2CCOC | -9% | 8% | 2% |
| c1cc2c3c(cccc3c1)NC(c1ccc3c(c1)OCO3)N2 | -21% | -18% | x |
| Cc1ccc(-c2ccc(C(=O)O)o2)cc1Cl | -3% | 10% | 5% |
| Cc1cc(CN2C(=O)c3ccccc3C2=O)cc(N2CCOCC2)c1 | 8% | 8% | 5% |

Screening data as filed in PubChem.

Outcome played no part in choosing rows; about 0.57% have a hit in one of these screens.
